Screening results as filed in PubChem.
dFosB activator: mouse delta FosB homodimer activation; AID 493131; purified delta FosB, TAMRA-CDK5 oligo fluorescence polarization; percent of positive-control signal above neutral wells; activation, % at 25 µM; P13346; hit rate 0.99% among 340,000;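 active means mean activation above about 17%, with every replicate also reaching it, limit read from the data, passing the limit was not always enough; inconclusive means only one of the two conditions met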;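 further: fluorescence polarization rise as delta FosB binds a TAMRA Cdk5 AP-1 oligo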
Target sequence (P13346 whole entry, looked up): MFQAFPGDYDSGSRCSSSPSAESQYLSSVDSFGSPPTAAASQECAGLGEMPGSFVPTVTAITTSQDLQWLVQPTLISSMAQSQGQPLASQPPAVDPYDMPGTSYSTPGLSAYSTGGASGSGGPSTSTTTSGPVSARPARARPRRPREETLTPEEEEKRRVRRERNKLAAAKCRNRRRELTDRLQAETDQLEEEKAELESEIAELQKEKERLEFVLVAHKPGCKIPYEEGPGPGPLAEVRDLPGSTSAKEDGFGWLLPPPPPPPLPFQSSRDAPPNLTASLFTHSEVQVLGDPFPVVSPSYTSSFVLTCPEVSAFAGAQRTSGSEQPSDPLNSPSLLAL
Wnt act: activates Wnt/beta-catenin signaling in a reporter cell assay. activator, plate reader. hit rate 1.2% among 300,000. activation, % at 9.35 µM; in the data active means activation above about 30%, passing the limit was not always enough; inconclusive means no clear call, values can overlap the other calls;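 further: 0% = neutral control wells and 100% = positive control wells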
cardiac RTF act: increases calcium sensitivity of human cardiac regulated thin filaments. activation, % at 7.2 µM. hit rate 0.24% among 340,000. P19429+P45379. IANBD-labeled TnC RTF fluorescence at EC20 calcium; 0% EC20 calcium, 100% full calcium;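 active means activation above the mean over all tested compounds plus 3 SD, cut at about 30% in these data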;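 further: rise in fluorescence read as greater calcium sensitivity of cardiac thin filaments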
CAL PDZ FP-1: human CAL PDZ-peptide interaction inhibition; hit rate 0.02% among 330,000; inhibition, % at 20 µM; purified CAL PDZ, TMR-peptide fluorescence polarization, 1 h; AID 504414; Q9HD26;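 active means highest replicate inhibition of at least 40%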;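 further: plate controls were DMSO neutral control wells for no effect and unlabeled competitor peptide control wells for full effect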
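Read-out basis: mP drop reported as inhibition | Assay system: Tagged CAL PDZ protein CerCALP, purified | Benchmarks: Unlabelled peptide for full inhibition, DMSO wells as neutral | Schedule: 1 h incubation at room temperature before polarization reading | Buffer or medium: Sodium phosphate/NaCl buffer pH 7.4 with TCEP, IgG, Thesit | Doses: Single point, 20 µM | Measured by: Fluorescence polarization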
Tat export inh: inhibitors of E. coli Tat protein transport. E. coli MC4100 TorA-mCherry Tat export, fluorescence. inhibition, % at 10 µM. hit rate 0.036% among 340,000. AID 488895;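 active means mean replicate inhibition at least 50% and at least half of replicates individually reaching 50%; inconclusive means only one of the two criteria met; inactive means neither criterion met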;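 further: exported cargo escapes ClpAP degradation while cytoplasmic cargo is degraded and loses fluorescence; 0% = median of neutral control wells and 100% = median of NaSCN control wells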
V-ATPase pH: yeast V-ATPase proton transport regulation by pHLuorin; S. cerevisiae, pHLuorin cytosolic pH fluorescence; response, % at 10 µM; hit rate 0.37% among 350,000; AID 504577; in the data active means response mostly above about 7.3%, no sharp cut-off; inactive means mostly below about 5.4%; further: actives read high; inactives centre near 0; some compounds called inactive have numbers as strong as hits
Rtt109 HAT inh: blocks Candida albicans Rtt109/Vps75 acetyltransferase activity. Q5AAJ8. purified Rtt109/Vps75, ThioGlo CoA-SH fluorescence, 4 h. inhibition, % at 34.9 µM. hit rate 0.16% among 330,000;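 active means inhibition of at least 50% in every replicate; inconclusive means best replicate reaches 50% inhibition but some replicates fall short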
Target sequence (Q5AAJ8 whole entry, looked up): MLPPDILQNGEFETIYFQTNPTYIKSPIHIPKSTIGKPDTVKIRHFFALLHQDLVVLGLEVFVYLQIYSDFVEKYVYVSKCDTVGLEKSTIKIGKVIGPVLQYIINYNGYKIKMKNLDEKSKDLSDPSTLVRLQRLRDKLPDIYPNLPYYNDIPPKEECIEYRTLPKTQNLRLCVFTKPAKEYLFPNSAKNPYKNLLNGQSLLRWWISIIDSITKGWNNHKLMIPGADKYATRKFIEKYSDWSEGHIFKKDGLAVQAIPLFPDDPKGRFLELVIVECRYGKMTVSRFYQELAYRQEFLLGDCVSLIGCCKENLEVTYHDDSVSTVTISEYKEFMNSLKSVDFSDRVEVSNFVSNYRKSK
CDK5 p35 inh: CDK5/p35 (human) kinase inhibition; Recombinant CDK5/p35, ADP-Glo luminescence, 60 min; hit rate 0.01% among 330,000; Q00535+Q15078; inhibition, % at 10 µM;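 active means highest replicate inhibition of at least 50% and at least 75% of replicates reaching 50%; inconclusive means only one of the two criteria met; inactive means both criteria failed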;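 further: plate controls were DMSO neutral control for no effect and GW8510 at 10 µM for full effect; many of its hits are not listed in these tables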
MITF act: activators of MITF-driven TRPM1 promoter activity in SK-MEL-5 cells; SK-MEL-5 TRPM1-promoter luciferase, 24 h; % of positive control, neutral wells = 0; activation, % at 12.5 µM; hit rate 0.75% among 300,000; AID 588334;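 active means mean activation of at least 80% with every replicate also reaching 80%; inconclusive means mean reaches 80% but some replicate falls short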;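 further: 0% = neutral control wells and 100% = parthenolide positive control wells; values of inactives mirror those of a sister screen read the other way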
CAL PDZ FP-2: inhibitors of human CAL PDZ peptide binding; purified CAL PDZ, TMR-peptide fluorescence polarization, 1 h; inhibition, % at 24.9 µM; hit rate 0.92% among 300,000; AID 602252;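 active means mean inhibition of at least 30% with at least half of replicates also reaching 30%; inconclusive means no clear call, values can overlap the other calls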;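 further: 0% = DMSO neutral control and 100% = excess unlabeled competitor peptide PRC23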
Numbers without * were called inactive; ? = inconclusive; nt = no result given. Compounds as they come; about 4.1% have a hit in one of these screens.

No. | compound | dFosB activator | Wnt act | cardiac RTF act | CAL PDZ FP-1 | Tat export inh | V-ATPase pH | Rtt109 HAT inh | CDK5 p35 inh | MITF act | CAL PDZ FP-2
1 | CCN(CC)CCn1c(=S)[nH]c2ccc(Cl)cc2c1=O | -6 | nt | -3 | -0.4 | -1 | 12 | -5 | -1.3 | 11 | -3
2 | COC(=O)c1ccc2nc(NC(=O)C(C)C)sc2c1 | -9 | -6 | -3 | -3.5 | -3 | -4 | 13 | 0.8 | 43 | -2
3 | CCOc1cc(/C=N/O)ccc1OCC(=O)Nc1cccc(C)c1 | -1 | 3 | 5 | -0.1 | 1 | 3 | 2 | -0.1 | 10 | -3
4 | CCN(Cc1ccccc1)C(=O)c1ccc(CNS(=O)(=O)c2ccc(C)cc2)cc1 | -11 | -7 | 0 | 0.3 | 5 | 2 | -2 | 1.4 | 20 | -2
5 | Cc1cc(NC(=O)CCC(=O)N(Cc2ccco2)C2(C(=O)NC3CCCCC3)CCCCC2)no1 | -7 | -3 | -7 | -1.8 | -3 | -2 | 17 | 1.7 | 1 | 0
6 | Cc1ccc(CNC(=O)CCS(=O)(=O)c2ccc3c(c2)NC(=O)CS3)cc1 | -5 | 0 | 4 | -1.8 | -4 | 0 | 0 | 0.4 | -10 | -2
7 | Cc1ccc(C(=O)OCC(=O)N2CCCCCC2)cc1S(=O)(=O)N1CCOCC1 | 11 | -1 | 0 | -0.4 | -1 | -4 | 0 | -1.3 | -2 | nt
8 | Cc1cc(C(=O)CSc2nncs2)c(C)n1Cc1ccco1 | -13 | 7 | 5 | -0.9 | -7 | 2 | 0 | 0.2 | 12 | nt
9 | Cc1cc(SCC(=O)N/N=C/c2ccc(O)c(O)c2)c(C)cc1Br | -9 | nt | 2 | -1.5 | 1 | 3 | 7 | 0.1 | -23 | -2
10 | COCc1ccc(CN2CCCCC2C(=O)Nc2ccc(Oc3ccccc3)nc2)o1 (stereo unspecified) | -5 | 0 | -1 | -1.2 | 2 | 4 | -3 | 0.0 | 6 | -2
11 | O=C(NCC1CCCO1)c1ccc(COCC(F)(F)C(F)F)cc1 (stereo unspecified) | 4 | 3 | -1 | -2.1 | -9 | 0 | nt | -1.5 | 17 | -3
12 | COc1ccc(/C=C2\CCc3ccccc3C2=O)cc1Cn1nc(C)cc1C | -17 | nt | -4 | -2.3 | 10 | 0 | 3 | -1.3 | -10 | 1
13 | O=c1[nH]c(CN2CCN(S(=O)(=O)c3ccc(Cl)cc3)CC2)nc2cc(Cl)ccc12 | -4 | nt | -2 | -1.1 | 5 | 5 | -16 | -1.9 | -8 | -2
14 | Cn1c(SCC(=O)NC(=O)c2cccc([N+](=O)[O-])c2)nnc1-c1ccc(F)cc1 | 5 | nt | 1 | -0.3 | -2 | 3 | 1 | -0.8 | 3 | 0
15 | CC(=O)N1CCN(c2ccc(NC(=O)c3ccc([N+](=O)[O-])o3)cc2Cl)CC1 | -1 | -6 | 4 | -0.7 | -4 | -2 | 5 | 0.5 | nt | 3
16 | C[C@@H](CN1C2=NC[C@H](C)N2C[C@H]1Cc1ccc(O)cc1)NC(=O)CCC1CCCCC1 | 0 | -2 | 0 | 0.1 | 8 | 0 | 2 | 0.8 | 7 | -2
17 | O=C(CC1C(=O)NCCN1Cc1c(F)cccc1Cl)NCCC1=CCCCC1 (stereo unspecified) | -6 | -3 | -1 | -2.7 | 4 | 2 | 2 | 3.6 | -6 | -4
18 | COc1cc(CNCc2cccs2)ccc1OCC(N)=O | 4 | nt | 4 | 0.0 | 4 | -1 | 5 | -2.7 | -13 | -3
19 | C=CCn1c(C)cc(C(=O)COc2nncc3ccccc23)c1C | -5 | nt | -2 | nt | -5 | -2 | 0 | -2.0 | 52 | -4
20 | COc1cccc(NC(=S)NCc2ccccc2)c1 | -3 | 4 | 1 | -1.8 | 3 | 0 | 7 | -1.6 | 20 | -2
21 | COc1ccc(OCCNc2cc(Cl)ccc2[N+](=O)[O-])cc1 | 0 | -1 | -12 | -1.6 | 4 | -5 | 19 | -0.7 | 9 | -2
22 | C/C(=N\NC(=O)C(C)n1nc(C)c([N+](=O)[O-])c1C)c1ccccc1O (stereo unspecified) | -10 | nt | 0 | -2.3 | 2 | -2 | 5 | 0.4 | -36 | -2
23 | COc1ccc(C)cc1NC(=O)c1nnn(Cc2cccc(F)c2)c1N | -7 | -1 | 1 | 0.0 | 3 | 3 | -15 | -1.9 | 0 | nt
24 | Cc1cc(C)n(C(=O)c2ccc(C)c(Br)c2)n1 | 2 | 1 | 1 | -0.3 | -1 | 3 | -5 | 1.0 | 4 | 3
25 | COc1ccc(-c2nc(N3CCN(C)CC3)sc2-c2ccc(OC)cc2)cc1 | -8 | -3 | 6 | -2.2 | 35 | 2 | -4 | -8.4 | 11 | 1
26 | Nc1ccc(C(=O)Nc2nc3ccccc3s2)cc1 | 2 | 35* | 0 | -1.3 | ? | 4 | -14 | 0.2 | 7 | nt
27 | Cc1c(C(=O)NCCN2CCCC(O)C2)oc2c(F)cccc12 (stereo unspecified) | -2 | -2 | -3 | -2.2 | 11 | -1 | 1 | 0.4 | -5 | 6
28 | COCc1cc(C)nc(SCC(=O)Nc2ccccc2N2CCOCC2)c1C#N | 0 | -2 | 1 | -2.4 | 4 | -3 | -9 | -1.4 | 7 | -9
29 | CCCC(=O)OCC(=O)NCc1ccc(Cl)cc1 | -1 | -2 | 2 | -0.1 | -6 | 2 | -20 | 1.1 | 11 | 7
30 | CCOC(=O)C1=C(C)Nc2ccccc2N=C1NC(=O)c1cccc(S(=O)(=O)NCc2ccccc2)c1 | 2 | -8 | 2 | -0.3 | -1 | 1 | -4 | -0.8 | nt | 1

Limited to Wnt act, for some of the entries so far:
| no. | Compound | Wnt act |
| --- | --- | --- |
| 28 | COCc1cc(C)nc(SCC(=O)Nc2ccccc2N2CCOCC2)c1C#N | -2 |
| 26 | Nc1ccc(C(=O)Nc2nc3ccccc3s2)cc1 | 35* |

The main list resumes, repeating the 3 entries before the break.
No. | compound | dFosB activator | Wnt act | cardiac RTF act | CAL PDZ FP-1 | Tat export inh | V-ATPase pH | Rtt109 HAT inh | CDK5 p35 inh | MITF act | CAL PDZ FP-2
28 | COCc1cc(C)nc(SCC(=O)Nc2ccccc2N2CCOCC2)c1C#N | 0 | -2 | 1 | -2.4 | 4 | -3 | -9 | -1.4 | 7 | -9
29 | CCCC(=O)OCC(=O)NCc1ccc(Cl)cc1 | -1 | -2 | 2 | -0.1 | -6 | 2 | -20 | 1.1 | 11 | 7
30 | CCOC(=O)C1=C(C)Nc2ccccc2N=C1NC(=O)c1cccc(S(=O)(=O)NCc2ccccc2)c1 | 2 | -8 | 2 | -0.3 | -1 | 1 | -4 | -0.8 | nt | 1
31 | CCc1cccc(C)c1NC(=O)C1CCCN(S(C)(=O)=O)C1 (stereo unspecified) | -1 | -1 | 0 | -0.6 | 4 | -1 | -4 | 0.0 | nt | -2
32 | CCN(CC)C(=O)c1[nH]cnc1C(=O)Nc1ccc(OC)cc1 | 6 | -2 | 0 | 0.7 | -3 | 0 | -3 | -0.7 | 1 | -3
33 | CC(OC(=O)c1ccco1)C(=O)Nc1ccc(C(F)(F)F)cc1 (stereo unspecified) | -5 | 6 | -2 | -0.5 | -3 | -1 | 6 | -0.7 | 14 | 1
34 | COc1ccc(CC(=O)c2ccccc2C(=O)O)cc1 | -6 | nt | 4 | -2.1 | 0 | 2 | -5 | -5.0 | -6 | -3
35 | COc1cc(OC)cc(C(=O)N[C@H](C(=O)Nc2cccc(S(=O)(=O)N3CCCC3)c2)C(C)C)c1 | 2 | -1 | -1 | -0.4 | 2 | -1 | 1 | -1.7 | 11 | 0
36 | CSc1oc(-c2ccco2)nc1S(=O)(=O)c1ccc(C)cc1 | -13 | -3 | -7 | -2.5 | -2 | 0 | -4 | -0.9 | 13 | -1
37 | CSc1nsc(SCCN2C(=O)c3ccccc3C2=O)n1 | -1 | nt | -1 | -1.0 | -2 | -5 | -6 | -0.6 | 10 | nt
38 | O=C(CN(Cc1cccs1)C(=O)CNS(=O)(=O)c1ccc(Cl)cc1)NCC1CCCO1 (stereo unspecified) | -2 | 1 | 2 | -2.3 | 3 | -4 | 3 | -1.7 | -12 | -5
39 | Cc1ccccc1NC(=O)c1cccc2nccnc12 | 2 | nt | 0 | nt | -6 | -1 | -1 | 1.4 | -8 | -8
40 | O=C(O)CSc1nc2c(c(C(F)(F)F)n1)CCc1ccccc1-2 | -4 | -2 | 8 | -1.2 | 29 | 1 | -7 | -5.5 | 6 | 3

Shown as a hit in Wnt act, of those listed so far:
No. | compound | dFosB activator | Wnt act | cardiac RTF act | CAL PDZ FP-1 | Tat export inh | V-ATPase pH | Rtt109 HAT inh | CDK5 p35 inh | MITF act | CAL PDZ FP-2
26 | Nc1ccc(C(=O)Nc2nc3ccccc3s2)cc1 | 2 | 35* | 0 | -1.3 | ? | 4 | -14 | 0.2 | 7 | nt

The listing continues.
No. | compound | dFosB activator | Wnt act | cardiac RTF act | CAL PDZ FP-1 | Tat export inh | V-ATPase pH | Rtt109 HAT inh | CDK5 p35 inh | MITF act | CAL PDZ FP-2
41 | C/C(CC(=O)Nc1ccc(N(C)C)cc1)=N\NC(=O)c1ccccc1F | -12 | 8 | 0 | 0.0 | 4 | 6 | 29 | 0.1 | 4 | -3
42 | Cc1noc(C)c1S(=O)(=O)N(C)C[C@H]1Oc2ccc(NC(=O)NC3CCCCC3)cc2C(=O)N([C@H](C)CO)C[C@@H]1C | -3 | 2 | 8 | -0.3 | 0 | -7 | 17 | -0.5 | -3 | -6
43 | CCNc1ccccc1C(=O)O | -3 | -1 | 3 | -0.7 | -2 | -2 | -15 | 0.9 | 1 | 9
44 | O=C(C1=C(O)C(=O)N(CCN2CCOCC2)C1c1cccc(Br)c1)c1cc2ccccc2o1 (stereo unspecified) | -6 | 3 | 2 | -2.9 | 6 | 0 | 4 | nt | -5 | -3
45 | CC1CCCN(C(=O)c2cccc(S(=O)(=O)Nc3cc(C(F)(F)F)ccc3Cl)c2)C1 (stereo unspecified) | -6 | -1 | 4 | -0.5 | 9 | -2 | 2 | -0.7 | 19 | -2

Among those listed so far, these contain a CF3 group.
No. | compound | dFosB activator | Wnt act | cardiac RTF act | CAL PDZ FP-1 | Tat export inh | V-ATPase pH | Rtt109 HAT inh | CDK5 p35 inh | MITF act | CAL PDZ FP-2
33 | CC(OC(=O)c1ccco1)C(=O)Nc1ccc(C(F)(F)F)cc1 (stereo unspecified) | -5 | 6 | -2 | -0.5 | -3 | -1 | 6 | -0.7 | 14 | 1
40 | O=C(O)CSc1nc2c(c(C(F)(F)F)n1)CCc1ccccc1-2 | -4 | -2 | 8 | -1.2 | 29 | 1 | -7 | -5.5 | 6 | 3
45 | CC1CCCN(C(=O)c2cccc(S(=O)(=O)Nc3cc(C(F)(F)F)ccc3Cl)c2)C1 (stereo unspecified) | -6 | -1 | 4 | -0.5 | 9 | -2 | 2 | -0.7 | 19 | -2
